# High-throughput results from PubChem.
# CaV13 ICDI inh – Primary screen for inhibitors of IQ motif and Ca2+-dependent inactivation inhibitor domain binding in CACNA1D, Förster resonance energy transfer in living cells, …. 0.098% of 340,000 active. HEK cells, CFP/YFP FRET ICDI-IQ, plate reader, 10 min; percent FRET-ratio fall versus neutral wells. inhibition, % at 12.3 µM;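 active = mean replicate inhibition of at least 30% and at least 1% of replicates passing that level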;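 note: 0% = median of the neutral control wells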
# HIF-2a inh – HIF-2a inhibition. 786-0 RCC cells HIF-2a reporter, luciferase luminescence, overnight. inhibition, % at 18.8 µM. 0.72% of 360,000 active. AID 624352;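 active = inhibition of the luminescence signal of 40% or more relative to plate controls, in a single-dose primary screen at 18.75 µM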
# NR2E3 ag-1 – activates human photoreceptor nuclear receptor NR2E3; Q9Y5X4; GST-NR2E3/biotin-RetCOR TR-FRET, 1536-well; inhibition of corepressor binding, % at 4.78 µM; 0.12% of 320,000 active; AID 2300;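 active = percent inhibition above the cutoff of mean plus 3 SD of all tested compounds, set per screening campaign, cut at about 20% in these data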;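 note: 0% = DMSO wells and 100% = biotin wells as full block of FRET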
#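 Material: NR2E3–RetCOR corepressor complex | Quantity: 1.35 nM GST-tagged NR2E3 final | Schedule: 5 h at 4 °C | Replication: Singlicate compound wells | Reagent: RetCOR corepressor, biotinylated, 7 nM | Controls: Biotin wells as high control, 0.6% DMSO wells as low control | Signal: TR-FRET, Eu(K)-anti-GST donor, streptavidin-D2 acceptor, ex 340, em 617/671 nm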
# Shn3 inh set2 – reduces Shn3 3'UTR luciferase signal in osteoblasts; Clone20 osteoblast Shn3 3'UTR firefly luciferase, 24 h; inhibition, % at 12.5 µM; 0.52% of 360,000 active; AID 588674;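 active = mean inhibition of at least 75% with every replicate also reaching 75%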;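 note: 0% = median of neutral control wells and 100% = pilot-screen positive control compound; some compounds past the cut are filed as inactive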
# TRPM1 prom inh – reduces MITF-dependent TRPM1 promoter luciferase signal. inhibition, % at 12.5 µM. SK-MEL-5 TRPM1 promoter luciferase, 24 h. 0.83% of 330,000 active. AID 488899;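 active = mean inhibition across replicates of 60% or more, whatever share of single replicates reaches that level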; note: values of inactives mirror those of a sister screen read the other way
# m5-HT2A agonist – agonists of mouse serotonin 5-HT2A receptor (HTR2A). CHO-K1 mHTR2A beta-arrestin complementation, luminescence; percent of 30 µM serotonin response. 0.66% of 360,000 active. activation, % at 7.6 µM;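 active = activation above a run cutoff, the mean activation of all tested compounds plus 3 SD, cut at about 14% in these data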;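 note: 0% = plate median of compound wells and 100% = 30 µM serotonin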
# Target sequence (P35363 whole entry, looked up): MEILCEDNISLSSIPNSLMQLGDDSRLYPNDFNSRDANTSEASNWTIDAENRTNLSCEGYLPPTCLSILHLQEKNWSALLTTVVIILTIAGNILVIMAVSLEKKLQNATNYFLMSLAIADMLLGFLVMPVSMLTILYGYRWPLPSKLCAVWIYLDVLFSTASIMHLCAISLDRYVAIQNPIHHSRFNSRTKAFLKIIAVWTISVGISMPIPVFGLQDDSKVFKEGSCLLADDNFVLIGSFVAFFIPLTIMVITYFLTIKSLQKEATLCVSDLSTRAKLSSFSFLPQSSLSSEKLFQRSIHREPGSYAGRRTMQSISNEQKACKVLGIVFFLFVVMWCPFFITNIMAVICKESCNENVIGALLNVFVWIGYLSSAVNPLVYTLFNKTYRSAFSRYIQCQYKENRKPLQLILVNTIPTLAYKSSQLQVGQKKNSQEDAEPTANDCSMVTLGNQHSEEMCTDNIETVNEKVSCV
# NR2E3 ag-2 – activates human NR2E3 receptor; Q9Y5X4; CHO-S Gal4-NCOR/VP16-NR2E3 two-hybrid, luciferase; inhibition of corepressor binding, % at 3.98 µM; 0.35% of 360,000 active; AID 602229;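 active = inhibition above the mean of all tested compounds plus 3 SD, cut at about 70% in these data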;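 note: 0% = DMSO with NR2E3 transfected cells and 100% = cells lacking NR2E3 construct; higher means lower luciferase signal from less NR2E3 corepressor binding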
# iPSC survival up – enhancers of human iPSC single-cell survival; survival enhancement, % at 20 µM; hiPSC single-cell survival, ATPlite luminescence; 100% = ROCK inhibitor wells, 0% = DMSO; 0.044% of 360,000 active; AID 602274; in the data active = survival enhancement above about 18%;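 note: cells exposed to compounds for 16 hours before the ATP read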
# Peg3 promoter – inhibitors of Peg3 promoter | HeLa PEG-Prom luciferase reporter, luminescence, overnight | inhibition, % at 20 µM | 1.7% of 360,000 active;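 active = inhibition of at least 50% at 20 µM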
# H9c2 protect – modulators protecting cardiomyocytes from myocardial damage | 0.63% of 360,000 active | H9c2 cardiomyocytes, H2O2 injury protection, ATPLite, 2 h | protection from H2O2 cell death, % at 20 µM;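 active = compounds giving at least 50% protection of heart cells from peroxide-induced death in the single-dose screen, raw or plate-pattern-corrected value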;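 note: 0% = DMSO wells with peroxide and 100% = DMSO wells without peroxide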
# PDI inh – PDI (human) enzyme inhibition | P07237 | PDI insulin aggregation turbidity, A650, 90 min | inhibition, % at 10 µM | 0.052% of 350,000 active;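 active = mean inhibition across replicates of 30% or more, whatever share of single replicates reach that level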;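 note: absorbance from insulin aggregation driven by PDI reduction with DTT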
# Target sequence (P07237 whole entry, looked up): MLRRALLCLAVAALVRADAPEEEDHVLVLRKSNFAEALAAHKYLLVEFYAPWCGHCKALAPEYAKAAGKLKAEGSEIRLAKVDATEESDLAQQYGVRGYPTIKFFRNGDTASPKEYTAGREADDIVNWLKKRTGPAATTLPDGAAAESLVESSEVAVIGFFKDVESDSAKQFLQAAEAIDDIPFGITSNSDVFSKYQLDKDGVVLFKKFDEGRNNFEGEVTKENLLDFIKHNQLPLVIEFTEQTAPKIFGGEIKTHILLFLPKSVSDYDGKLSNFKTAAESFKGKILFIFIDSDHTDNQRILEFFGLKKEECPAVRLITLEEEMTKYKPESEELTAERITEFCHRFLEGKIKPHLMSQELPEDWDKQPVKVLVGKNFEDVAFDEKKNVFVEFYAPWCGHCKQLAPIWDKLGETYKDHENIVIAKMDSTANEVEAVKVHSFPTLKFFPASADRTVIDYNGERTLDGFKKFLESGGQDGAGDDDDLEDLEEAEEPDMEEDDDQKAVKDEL
# Starred values were filed as active, the others as inactive; · = no result given.
SMILES,CaV13 ICDI inh,HIF-2a inh,NR2E3 ag-1,Shn3 inh set2,TRPM1 prom inh,m5-HT2A agonist,NR2E3 ag-2,iPSC survival up,Peg3 promoter,H9c2 protect,PDI inh
NC(=O)COc1ccc2oc(=O)cc(-c3cc4ccccc4o3)c2c1,-3,21,0,7,-12,-6,-22,-0.2,29,71*,5
CCN1CCN(S(=O)(=O)c2cc(OC)ccc2OC)CC1,-4,22,-1,-9,5,-2,-9,0.6,9,5,3
Cc1n[nH]c(=O)c2c(NC(=O)CSc3nnnn3-c3ccc(O)cc3)oc(C)c12,-6,2,0,-15,3,1,27,-0.4,8,-3,43*
O=C(Nc1ccc(Cl)c(C(F)(F)F)c1)C1Cc2c(-c3ccccc3)ccnc2O1 (centres undefined),-7,17,·,10,·,0,24,8.2,15,-14,-3
Cc1ccc(S(=O)(=O)Cc2ccc(C(=O)NCCc3ccccc3)o2)cc1,-2,7,-1,10,6,0,-9,-0.5,1,4,4
CCn1c(-c2nonc2NC(=O)c2ccccc2)nc2ccccc21,-5,10,3,-49,16,-3,12,-2.4,20,-9,-21
NC(N)=NC(N)=Nc1cccc(Cl)c1,-5,-1,4,14,-4,-3,-3,0.9,-6,-15,15
Cc1ccc(S(=O)(=O)NCC(=O)OCc2cc(=O)oc3c(C)c(C)ccc23)cc1C,-5,-10,-1,-3,11,-2,-35,0.8,2,6,10
CN(C)CC/C=C1/c2ccccc2Sc2c(O)cc(Cl)cc21,·,16,-1,-20,7,-6,-16,-3.6,15,4,16
N#Cc1cccc(C(=O)Nc2cc(S(=O)(=O)N3CCOCC3)ccc2N2CCCC2)c1,-6,14,·,-13,1,3,26,-1.5,21,0,0
Cc1ccc2c(c1)N(Cc1cccc(C#N)c1)C=NS2(=O)=O,-18,11,-1,7,0,2,-21,-0.1,10,8,-6
C[C@@H]1CN([C@H](C)CO)C(=O)c2cc(NC(=O)Nc3ccc(C(F)(F)F)cc3)ccc2O[C@H]1CN(C)S(=O)(=O)c1ccccc1,-6,22,·,8,10,-3,3,-5.2,12,-6,4
CCc1ccc(N(CC(=O)NC(C)(C)C)C(=O)CNC(=O)c2cccs2)cc1,-3,11,2,1,·,-8,-12,0.5,4,-6,13
CCOc1ccc(NS(=O)(=O)c2ccc(OCC(=O)NCc3ccncc3)cc2)cc1,·,16,1,-1,4,-2,-11,-0.4,14,0,0
COc1ncc(-c2ccc(N3C(c4ccsc4)=Cc4ccccc4C3CC(C)=O)cc2)cn1 (centres undefined),-5,6,·,·,·,0,-21,1.3,·,·,·
CCOc1ccccc1/C=C(/C#N)C(N)=O,-15,2,-2,6,6,9,-15,-0.7,3,2,3
CN(C)C(=O)CSc1nnc(Cc2ccc([N+](=O)[O-])cc2)o1,-9,7,-4,3,1,1,12,-1.1,2,2,3
Cc1ccccc1NC(=O)C(C)c1cccc(C(=O)c2ccccc2)c1 (centres undefined),·,11,3,1,19,1,-12,-1.0,6,-6,-4
CC(Oc1ccc(F)cc1)C(=O)Nc1cc(S(=O)(=O)N2CCCCC2)ccc1N1CCN(C)CC1 (centres undefined),-2,3,·,4,9,-12,-17,0.3,12,-16,3
CCC(Oc1ccccc1)C(=O)Nc1ccc(S(=O)(=O)Nc2cnc3ccccc3n2)cc1 (centres undefined),-5,8,0,-22,6,-1,5,-1.9,0,7,-3
Cc1ccc(-c2nc(N/N=C/c3cccc([N+](=O)[O-])c3)c3ccccc3n2)cc1,-8,-110,-1,-22,11,8,-26,-4.8,-86,-12,1
N#Cc1cccc(NC(=O)COC(=O)C2CCC2)c1,-6,16,0,17,5,7,-17,0.4,-8,10,20
Cc1nc(N2CCN(C(=O)c3cccs3)CC2)c2c3c(sc2n1)CCCC3,·,1,-1,14,-7,-5,-1,1.5,38,7,-3
COC(=O)c1sccc1NC(=O)c1ccoc1C,-11,-2,2,-14,7,1,1,-0.9,2,1,-11
CC1(c2ccccc2)C(C#N)C(=O)NC(=O)C1C#N (centres undefined),-6,11,·,-32,-5,0,17,6.8,2,-1,4
COC(=O)c1sc(NC(=O)c2ccncc2)nc1C,-5,-12,3,-10,6,0,-28,-0.8,-14,-1,-3
O=C(CN1C(=O)CSc2cc(S(=O)(=O)N3CCCCCC3)ccc21)NCCc1ccccc1,-8,-4,0,17,7,-4,-54,1.2,4,-7,-9
CCOc1ccc(N=C2NC(=O)SC2CC(=O)OC)cc1 (centres undefined),-5,15,0,-7,0,3,-19,3.1,-3,-1,4
CC(C)CNS(=O)(=O)c1ccc(CCC(=O)N2CCN(Cc3ccccc3)CC2)cc1,-4,0,0,4,10,5,-5,-0.5,9,-14,-2
CCOC(=O)C1CCCN(C(=O)c2cc(S(=O)(=O)N3CCCCC3)ccc2C)C1 (centres undefined),1,7,2,19,11,-1,-16,-0.1,8,-3,0
COc1ccc(C(=O)NC(=S)NCc2cccnc2)cc1OC,-4,7,3,-2,-5,1,-11,2.1,19,2,-2
COc1cc(NC(=O)CCc2nnc3ccc(N4CCC5(CC4)OCCO5)nn23)cc(OC)c1,-3,8,-3,-5,4,5,-14,1.3,-9,-1,4
C/C(=N\NS(=O)(=O)c1ccccc1)c1cccc(NC(=O)c2cccc(Cl)c2)c1,-6,-27,0,-5,-25,-6,-12,0.6,-6,-7,-28
CC(=O)C1(C)CCC2C3C=C(C)C4=CC(=O)CCC4(C)C3CCC21C (centres undefined),-6,8,·,87*,3,5,5,4.2,3,-10,3
CC1(C#N)c2ccccc2C(Br)=CN1C(=O)c1ccccc1 (centres undefined),-10,33,3,-9,-4,1,7,3.1,22,-7,8
CCOc1ccc(-c2n[nH]c(C)c2Oc2ccccc2OC)c(O)c1,-4,20,5,19,4,0,-5,2.3,34,-5,-2
CC(=O)c1ccc(NC(=O)C2CCN(S(=O)(=O)c3cccc4nonc34)CC2)cc1,-7,-1,5,8,-4,13,-18,0.4,-11,2,-14
C/C=C\C=C/C(=O)Nc1cccc(C2=NOC3(C2)C[C@H](C(N)=O)N(C(=O)c2ccc(OC)cc2)C3)c1 (some centres undefined),-7,-4,0,9,-6,-6,-7,-1.6,2,1,-2
CCCCSc1nnc(-c2ccccc2N)c(=O)[nH]1,-9,-322,2,-36,-26,1,-94,3.2,-281,-8,-6
CCOc1ccc(NC(=O)CN2CCN(C3c4ccccc4-c4ccccc43)CC2)cc1,-4,7,0,-2,-5,-2,-3,-3.0,2,-5,8

# Part of the list above, set out differently.
Compound | CaV13 ICDI inh | HIF-2a inh | NR2E3 ag-1 | Shn3 inh set2 | TRPM1 prom inh | m5-HT2A agonist | NR2E3 ag-2 | iPSC survival up | Peg3 promoter | H9c2 protect | PDI inh
CC1(c2ccccc2)C(C#N)C(=O)NC(=O)C1C#N (centres undefined) | -6 | 11 | · | -32 | -5 | 0 | 17 | 6.8 | 2 | -1 | 4
COC(=O)c1sc(NC(=O)c2ccncc2)nc1C | -5 | -12 | 3 | -10 | 6 | 0 | -28 | -0.8 | -14 | -1 | -3
O=C(CN1C(=O)CSc2cc(S(=O)(=O)N3CCCCCC3)ccc21)NCCc1ccccc1 | -8 | -4 | 0 | 17 | 7 | -4 | -54 | 1.2 | 4 | -7 | -9
CCOc1ccc(N=C2NC(=O)SC2CC(=O)OC)cc1 (centres undefined) | -5 | 15 | 0 | -7 | 0 | 3 | -19 | 3.1 | -3 | -1 | 4
CC(C)CNS(=O)(=O)c1ccc(CCC(=O)N2CCN(Cc3ccccc3)CC2)cc1 | -4 | 0 | 0 | 4 | 10 | 5 | -5 | -0.5 | 9 | -14 | -2
CCOC(=O)C1CCCN(C(=O)c2cc(S(=O)(=O)N3CCCCC3)ccc2C)C1 (centres undefined) | 1 | 7 | 2 | 19 | 11 | -1 | -16 | -0.1 | 8 | -3 | 0
COc1ccc(C(=O)NC(=S)NCc2cccnc2)cc1OC | -4 | 7 | 3 | -2 | -5 | 1 | -11 | 2.1 | 19 | 2 | -2
COc1cc(NC(=O)CCc2nnc3ccc(N4CCC5(CC4)OCCO5)nn23)cc(OC)c1 | -3 | 8 | -3 | -5 | 4 | 5 | -14 | 1.3 | -9 | -1 | 4
C/C(=N\NS(=O)(=O)c1ccccc1)c1cccc(NC(=O)c2cccc(Cl)c2)c1 | -6 | -27 | 0 | -5 | -25 | -6 | -12 | 0.6 | -6 | -7 | -28
CC(=O)C1(C)CCC2C3C=C(C)C4=CC(=O)CCC4(C)C3CCC21C (centres undefined) | -6 | 8 | · | 87* | 3 | 5 | 5 | 4.2 | 3 | -10 | 3
CC1(C#N)c2ccccc2C(Br)=CN1C(=O)c1ccccc1 (centres undefined) | -10 | 33 | 3 | -9 | -4 | 1 | 7 | 3.1 | 22 | -7 | 8
CCOc1ccc(-c2n[nH]c(C)c2Oc2ccccc2OC)c(O)c1 | -4 | 20 | 5 | 19 | 4 | 0 | -5 | 2.3 | 34 | -5 | -2
CC(=O)c1ccc(NC(=O)C2CCN(S(=O)(=O)c3cccc4nonc34)CC2)cc1 | -7 | -1 | 5 | 8 | -4 | 13 | -18 | 0.4 | -11 | 2 | -14

# Next part.
SMILES,CaV13 ICDI inh,HIF-2a inh,NR2E3 ag-1,Shn3 inh set2,TRPM1 prom inh,m5-HT2A agonist,NR2E3 ag-2,iPSC survival up,Peg3 promoter,H9c2 protect,PDI inh
COc1ccc(Nc2oc(-c3ccc(Cl)cc3)nc2C#N)cc1,-4,-301,-2,-26,-28,-2,-186,-1.3,-165,-26,6
CC1(C)CC(CC(=O)Nc2nccs2)(c2ccccc2)CCO1 (centres undefined),-5,15,4,0,0,-2,-15,-1.2,10,4,0
CCCCn1c(N)c(N(CCC)C(=O)C2CCCC2)c(=O)[nH]c1=O,-3,3,2,9,-13,9,-11,0.3,3,1,-1
O=C(C1CCC1)N1CCN(S(=O)(=O)c2ccccc2)CC1,-2,-6,3,15,1,-9,10,-0.5,-10,3,-10
O=C(Oc1ccc2ccccc2c1)C1CCC1,-3,15,·,-12,7,6,4,0.8,-5,-4,-12
O=S(=O)(Nc1ccc2c(c1)OCCO2)c1cccs1,-7,36,3,28,-17,0,28,1.2,-12,-1,-1
CCC1CCCCN1CCCNC(=O)C1CCN(c2ncnc3c2nc2n3CCCCC2)CC1 (centres undefined),-9,17,1,-2,-4,-2,5,-0.6,-6,1,-2
COc1ccc(NC(=O)Nc2c(O)ccc3ccccc23)cc1,-19,-89,-3,-29,1,-1,-17,-0.1,-104,-12,2
O=C1CN(S(=O)(=O)c2cccc(C(=O)O)c2)c2ccccc2N1,-3,12,2,3,12,3,4,0.0,3,7,-6
Clc1ccc(C2CC(c3cccs3)n3ncnc3N2)cc1 (centres undefined),-4,24,1,19,·,-3,17,-0.3,21,-3,9
N#C/C=C(/N)N1CCN(c2ccc(Cl)c(Cl)c2)CC1,·,16,1,-5,0,35*,-12,0.9,-7,-15,-3
CCN(C(=O)CSc1n[nH]c(-c2cc(Cl)ccc2OC)n1)C1CCS(=O)(=O)C1 (centres undefined),-15,11,·,-9,12,0,21,0.1,13,6,-5
